# High-throughput results: PubChem BioAssay, several laboratories
# MC4R antag cAMP: MC4R antagonists of cAMP signaling, primary screen, cell-based, TR-FRET, antagonist arm of biased-ligand search | Melanocortin receptor 4 (Homo sapiens), P32245 | MC4R-expressing cells, MTII-stimulated cAMP, LANCE TR-FRET | inhibition, % at 6.5 µM | hit rate 0.48% among 360,000 | AID 540295, 2011;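 active means inhibition above its plate's cutoff, the mean of tested wells on that plate plus 3 SD, cut at about 29% in these data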;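 further: 0% = Melanotan II alone and 100% = Melanotan II plus saturating MCL0020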
# Target sequence (P32245 whole entry, looked up): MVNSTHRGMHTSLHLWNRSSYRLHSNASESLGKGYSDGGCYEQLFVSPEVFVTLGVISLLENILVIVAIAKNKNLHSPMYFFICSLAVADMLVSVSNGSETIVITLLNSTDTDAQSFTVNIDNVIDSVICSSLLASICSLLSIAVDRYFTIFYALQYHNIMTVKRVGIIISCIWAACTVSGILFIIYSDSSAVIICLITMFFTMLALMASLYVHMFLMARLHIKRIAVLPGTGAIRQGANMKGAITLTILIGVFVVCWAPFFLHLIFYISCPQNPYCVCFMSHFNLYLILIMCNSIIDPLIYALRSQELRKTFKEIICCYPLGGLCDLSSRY
#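 System – human MC4R-expressing U2OS cells · Also added – Melanotan II · Dosing – one concentration, 6.5 µM nominal · Timing – 30-min compound, 1-h challenge, 1-h detection, room temperature · Measured by – Eu-cAMP/anti-cAMP TR-FRET, emission 671 nm · Replicates – singlicate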
# m5-HT2A agonist: mouse Htr2a agonists via beta-arrestin recruitment, primary screen, cell-based, luminescence; 5-hydroxytryptamine receptor 2A (Mus musculus), P35363; CHO-K1 mHTR2A beta-arrestin complementation; percent of 30 µM serotonin response; activation, % at 7.6 µM; hit rate 0.66% among 360,000; AID 624169, 2012;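 active means activation above a run cutoff, the mean activation of all tested compounds plus 3 SD, cut at about 14% in these data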;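 further: 0% = plate median of compound wells and 100% = 30 µM serotonin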
# Target sequence (P35363 whole entry, looked up): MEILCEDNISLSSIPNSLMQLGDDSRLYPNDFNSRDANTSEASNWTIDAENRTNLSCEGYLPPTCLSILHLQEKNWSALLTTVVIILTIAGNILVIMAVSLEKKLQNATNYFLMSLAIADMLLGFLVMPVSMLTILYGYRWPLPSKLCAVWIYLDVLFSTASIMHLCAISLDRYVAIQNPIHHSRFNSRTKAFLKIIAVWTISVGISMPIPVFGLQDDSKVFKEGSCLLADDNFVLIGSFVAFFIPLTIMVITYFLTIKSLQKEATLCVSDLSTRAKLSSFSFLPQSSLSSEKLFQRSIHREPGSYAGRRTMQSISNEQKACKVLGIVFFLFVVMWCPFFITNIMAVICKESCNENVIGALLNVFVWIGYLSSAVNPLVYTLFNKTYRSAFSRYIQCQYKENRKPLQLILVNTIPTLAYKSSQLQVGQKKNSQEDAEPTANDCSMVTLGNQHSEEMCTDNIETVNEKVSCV
# PDI turbidity: inhibitors of human PDI, primary screen, biochemical, turbidity, single point, plate reader | AID 588391, 2011 | hit rate 0.052% among 350,000 | inhibition, % at 10 µM | PDI insulin aggregation turbidity, A650, 90 min;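 active means mean inhibition across replicates of 30% or more, whatever share of single replicates reach that level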;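 further: absorbance from insulin aggregation driven by PDI reduction with DTT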
# H9c2 protect: cardioprotection against H2O2-induced cell death, primary screen, uHTS, H9c2 cells, ATPLite luminescence. H9c2 cardiomyocytes, H2O2 injury protection, 2 h. protection from H2O2 cell death, % at 20 µM. hit rate 0.63% among 360,000;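 active means compounds giving at least 50% protection of heart cells from peroxide-induced death in the single-dose screen, raw or plate-pattern-corrected value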;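 further: 0% = DMSO wells with peroxide and 100% = DMSO wells without peroxide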
# MC4R ag barr: MC4R agonists recruiting beta-arrestin, primary screen, cell-based, luminescence, agonist arm of biased-ligand search; Melanocortin receptor 4 (Homo sapiens), P32245; U2OS MC4R beta-arrestin complementation; percent of melanotan II response, DMSO zero; activation, % at 8.9 µM; hit rate 0.98% among 360,000; AID 540308, 2011;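 active means activation above a per-plate cutoff, the mean activation of sample wells on that plate plus 3 SD, cut at about 8% in these data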
# Glyco luc inh: increase of ERlucT glycosylation luciferase signal, primary screen, N-linked glycosylation inhibitor project, D54 ERlucT cells, luminescence, set 2 | D54 ERlucT glycosylation luciferase reporter, 24 h; percent of 100 nM tunicamycin response | reporter increase, % at 12.5 µM | hit rate 0.23% among 360,000 | AID 588692, 2011;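 active means mean luciferase reporter signal, scaled so untreated is 0 and the glycosylation-blocking control 100, at or above a set limit in every replicate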;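 further: luciferase carries N-glycosylation sites so blocking glycosylation raises the light; 0% = median of neutral control wells and 100% = median of 100 nM tunicamycin wells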
# aDG glyco up: activators of alpha-DG glycosylation, primary screen, uHTS, Pro5-aDG cells, AlphaScreen; AID 624168, 2012; hit rate 0.22% among 360,000; activation, % at 10 µM; alpha-DG glycosylation AlphaScreen (IIH6); 0% Pro5, 100% B10-LARGE cell signal;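 active means activation of at least 8% versus controls, or a plate z-score of at least 8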;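 further: Pro5 are CHO cells carrying HIG-tagged alpha-DG that lacks glycosylation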
# CaV13 ICDI inh: Disruptors of the CACNA1D IQ motif to Ca2+-dependent inactivation inhibitor domain association, primary screening, Förster resonance energy transfer in intact living …. HEK cells, CFP/YFP FRET ICDI-IQ, plate reader, 10 min; percent FRET-ratio fall versus neutral wells. hit rate 0.098% among 340,000. inhibition, % at 12.3 µM;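 active means mean replicate inhibition of at least 30% and at least 1% of replicates passing that level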;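 further: 0% = median of the neutral control wells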
# ABCB6 inh MLPCN: ABCB6 transporter inhibitors, primary screen, K562-ABCB6 cells, flow cytometry, MLPCN library; fluorescence ratio to DMSO, % at 10 µM; hit rate 0.19% among 360,000; K562-ABCB6 porphyrin accumulation, 1 h; active compounds read low; ATP-binding cassette sub-family B member 6 (Homo sapiens), Q9NP58;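 active means fluorescence ratio to DMSO below 75%, the collection mean minus 3 SD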;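 further: signal is porphyrin accumulated inside mitochondria; 100% equals median channel fluorescence of DMSO control wells; lower ratio means ABCB6 inhibition with less porphyrin fluorescence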
# Vif imaging: HIV Vif self-association inhibitors, primary screen, imaging, HEK293T, single point. HEK293T cells, Vif self-association by quenched fluorescence, 24 h. inhibition, % at 7.49 µM. hit rate 0.35% among 340,000. AID 602346, 2012; in the data active means inhibition above about 50%, passing the limit was not always enough; further: some results filed as inactive read as strong as hits
# Active calls of the source: *; . = no result given.
SMILES,MC4R antag cAMP,m5-HT2A agonist,PDI turbidity,H9c2 protect,MC4R ag barr,Glyco luc inh,aDG glyco up,CaV13 ICDI inh,ABCB6 inh MLPCN,Vif imaging
O=S(=O)(Nc1nc2ccccc2s1)c1cnc(Cl)c(Br)c1,10,2,0,-18,-1.1,1,0.0,-6,96,-6
Cc1ccc(/C=C2\SC(=S)N(C(Cc3ccccc3)C(=O)O)C2=O)cc1 (stereo not drawn),2,-1,-2,-1,-4.3,0,0.0,-6,93,-5
COc1ccc(N2CCN(Cc3oc(CO)cc(=O)c3O)CC2)cc1,1,3,7,6,-2.2,-1,-0.2,-4,92,3
COc1ccc(N(CC(=O)NCCSCc2ccc(Cl)cc2)S(C)(=O)=O)cc1Cl,9,-4,-3,-2,0.0,-2,0.0,10,93,8
Cc1cccc(C)c1OCc1nnc(SCC(=O)Nc2nccs2)n1-c1ccccc1,1,2,-4,-1,-0.2,-5,0.6,-6,89,-8
Cc1ccc(CN2CCC[C@]3(N[C@H](c4ccccc4)[C@@H]4C(=O)N(C)C(=O)[C@@H]43)C2=O)cc1,-3,-1,1,9,-0.4,2,-0.1,-10,106,-4
O=C(CCN1C(=O)COc2ccccc21)NCCN1CCN(c2cccc(Cl)c2)CC1,0,-6,2,-2,-0.7,-2,0.3,.,100,-6
CCOc1ccc(Br)cc1C(=O)N/N=C/c1c[nH]c2ccccc12,3,-5,-2,0,2.8,5,0.0,-20,94,6
CCC(=O)N1CCN(c2ccccc2NC(=O)c2cccs2)CC1,-1,5,-2,15,-2.9,3,0.4,.,100,2
COc1ccc(NS(=O)(=O)c2cccc3nonc23)c(OC)c1,3,-1,-3,4,-2.6,2,0.0,-5,105,-3
COc1cc(S(=O)(=O)NCCCn2ccnc2)ccc1Cl,9,4,-7,-4,-0.1,1,-0.1,-20,101,-3
O=C(CCS(=O)(=O)Cc1ccccc1)NC1CCCCC1,4,2,4,3,1.1,0,0.0,-5,105,-6
COCCn1c(C)nc2oc3ccc(Br)cc3c(=O)c2c1=O,3,-7,11,-8,-1.9,.,-0.2,-9,91,.
Fc1ccccc1-c1nc(NCCCN2CCOCC2)c2ccccc2n1,4,0,-6,10,0.7,0,0.0,-2,98,.
CC1(C)Cc2cccc(OCC(=O)Nc3cccnc3)c2O1,2,2,-1,1,-0.2,1,-0.1,-5,102,2
CCOC(=O)Cn1nnnc1CN(Cc1ccc(OC)cc1)Cc1cc2cc(C)ccc2[nH]c1=O,8,0,2,8,0.4,3,-0.1,-9,97,-2
O=C(O)c1ccccc1C(=O)Nc1cccc([N+](=O)[O-])c1,2,3,0,2,-1.8,3,-0.1,-18,96,4
CCSc1ccc2nnc(-c3ccc(F)cc3)n2n1,3,-4,1,6,-1.9,1,0.0,-7,100,4
CC(=O)Nc1ccc(NC(=O)C(C)OC(=O)C2(c3ccc(F)cc3)CCCC2)cc1 (stereo not drawn),8,0,4,-7,-1.3,-10,1.2,-6,92,17
Cc1ccc(-c2nnn(CCC(=O)N3CCCCC3C)n2)cc1 (stereo not drawn),1,-1,-4,-6,-0.5,-2,-0.1,.,105,1
O=c1[nH]c2ccccc2nc1NCCN1CCOCC1,-1,1,-2,3,-0.5,2,0.3,-2,97,-2
CC1(C(=O)NCCc2ccccc2)Cc2c(-c3cccc(C(N)=O)c3)ccnc2O1 (stereo not drawn),-21,4,-23,4,0.6,23,-0.1,-8,106,31
CCN(CC)C(=O)C(=O)c1cccn1-c1cccc(-n2cccc2C(=O)C(=O)N(CC)CC)c1C#N,13,-3,-2,-4,-1.3,-2,0.0,.,114,.
CCN(CC)C(=O)CSc1nnc(CNc2ccc(F)cc2)n1Cc1ccco1,12,-24,2,-2,-0.5,-2,0.2,-5,99,-1
Nc1nc(COC(=O)C2CC(=O)N(Cc3ccccc3)C2)nc(Nc2ccccc2)n1 (stereo not drawn),9,-1,16,4,-2.1,3,-0.3,-5,103,-3

# Going on with the list:
SMILES,MC4R antag cAMP,m5-HT2A agonist,PDI turbidity,H9c2 protect,MC4R ag barr,Glyco luc inh,aDG glyco up,CaV13 ICDI inh,ABCB6 inh MLPCN,Vif imaging
COc1ccc(NC(=O)CSc2nnnn2-c2ccc(F)cc2)cc1,-4,-3,0,-1,-1.5,0,0.0,-3,97,24
Clc1ccccc1CN(Cc1ccccc1)C(c1cccs1)c1nnnn1C1CCCC1 (stereo not drawn),4,-5,4,-15,0.5,-11,0.5,-5,89,.
Cc1cccc(NC(=S)N/N=C/c2ccc([N+](=O)[O-])s2)c1,21,-4,-3,-10,-1.7,-9,1.7,-6,362,1
FC(F)Sc1ccc(NC(=S)NCc2ccccc2)cc1,10,-3,-6,-10,1.7,-4,1.1,-10,99,-12
CCc1ccc(-n2nc3cc(C)c(N)cc3n2)cc1,1,0,-6,-21,-0.6,-17,0.0,-3,94,-1
COc1ccc(C(=O)NC(=S)NNC(=O)c2cnccn2)cc1OC,-4,-1,1,13,-3.0,1,0.0,-5,92,7
COc1ccc([C@@H]2[C@@H]3C(=O)N(C(C)(C)C)C(=O)[C@@H]3[C@]3(Cc4ccccc4)C(=O)N(c4ccc(Br)cc4)C(=O)N23)cc1,3,0,-1,11,4.6,-1,-0.1,.,99,0
O=C(c1[nH]c(C(F)(F)F)nc1-c1ccccc1)N1CCN(c2c(Cl)cncc2Cl)CC1,.,-5,.,-1,.,-1,-0.2,-8,100,-5
O=C(CN1C(=O)c2ccccc2S1(=O)=O)Nc1ncc([N+](=O)[O-])s1,1,-4,-2,5,-3.8,3,0.0,-5,99,1
COc1cc(CN2CCN(Cc3ccc4cc(F)ccc4n3)CC2CCO)cc(OC)c1 (stereo not drawn),8,10,2,1,-0.7,3,0.2,-20,142,-2
CC(Cl)C(=O)Nc1cc(C(F)(F)F)ccc1N1CCOCC1 (stereo not drawn),17,1,9,5,-0.6,0,0.1,-8,93,3
Cc1ccc(CNC(=O)c2cccc3c2C(=O)c2ccc(N4CCOCC4)cc2S3(=O)=O)cc1,2,7,-2,1,-1.3,1,-0.1,-8,100,8
COc1ccccc1CNC(=O)CN(Cc1ccc(Cl)cc1)S(C)(=O)=O,3,-3,3,-5,-2.3,1,0.2,-6,106,-15
CCN(C(=S)NCCOC)c1cccc2ccccc12,18,0,1,0,-1.0,3,0.2,-2,104,-14
O=C(OC1CCOC1=O)C1CCN(S(=O)(=O)c2c(Cl)cccc2Cl)CC1 (stereo not drawn),-37,7,4,-12,-2.7,-1,-0.1,-5,95,1
Cc1cc(C)c(S(C)(=O)=O)c(N(C)N)n1,-8,-4,1,4,-1.5,0,-0.2,-5,95,5
O=C(NCc1ccc(Cl)cc1)N1CCN(C(=O)c2ccccc2)CC1,16,0,-4,-3,-1.9,-1,-0.3,-9,104,.
CCN(CC)C1CCN(c2nc3nonc3nc2NCCOC)C1 (stereo not drawn),-4,-2,-1,0,-2.9,2,-0.3,-7,94,-9
O=S(=O)(NCc1ccccn1)c1ccc(F)cc1,6,4,-4,5,-0.2,-1,0.1,-7,98,-4
CCN(CC)C(=O)CSc1ncnc2c1cnn2Cc1ccccc1,13,-1,-2,1,-2.0,-10,0.1,-5,99,-3
Cc1noc(/C=C/c2cccnc2)c1[N+](=O)[O-],-3,-10,-6,10,-0.2,17,0.1,-17,106,-2
O=C(CN1CCCC1)Nc1cccc(Cl)c1Cl,23,6,0,5,2.0,-1,-0.2,-21,98,-1
Cc1ccc(NC(=O)CNC(=O)c2ccc(C)o2)cc1,3,4,14,1,-0.1,2,0.0,16,95,-2
CC(OC(=O)c1cccc(S(=O)(=O)N2CCCCCC2)c1)C(=O)Nc1ccc(S(N)(=O)=O)cc1 (stereo not drawn),5,0,0,-6,-1.4,-2,-0.1,-4,95,1
CCN(CCCNC(=O)CNC(=O)c1nn(-c2ccc(OC)cc2)c(=O)c2ccccc12)c1cccc(C)c1,4,-4,1,4,0.2,-1,-0.3,-2,95,-11
Cc1ccc(C)c(/C=N/NC(=S)NCCc2ccccc2)c1,1,-2,-10,-9,5.3,-2,0.1,-4,95,-3
O=C(Oc1c(CN2CCOCC2)cc(Cl)c2cccnc12)c1cccs1,18,-14,-1,16,-1.6,-10,-0.3,-2,97,-3
COC(=O)c1cc(OC)c(OC)cc1NC(=S)N1CCN(Cc2ccccc2)CC1,2,1,-2,6,-1.9,5,0.1,-14,106,2

# By substructure: the entries above containing fluorine
SMILES,MC4R antag cAMP,m5-HT2A agonist,PDI turbidity,H9c2 protect,MC4R ag barr,Glyco luc inh,aDG glyco up,CaV13 ICDI inh,ABCB6 inh MLPCN,Vif imaging
Fc1ccccc1-c1nc(NCCCN2CCOCC2)c2ccccc2n1,4,0,-6,10,0.7,0,0.0,-2,98,.
CCSc1ccc2nnc(-c3ccc(F)cc3)n2n1,3,-4,1,6,-1.9,1,0.0,-7,100,4
CC(=O)Nc1ccc(NC(=O)C(C)OC(=O)C2(c3ccc(F)cc3)CCCC2)cc1 (stereo not drawn),8,0,4,-7,-1.3,-10,1.2,-6,92,17
CCN(CC)C(=O)CSc1nnc(CNc2ccc(F)cc2)n1Cc1ccco1,12,-24,2,-2,-0.5,-2,0.2,-5,99,-1
COc1ccc(NC(=O)CSc2nnnn2-c2ccc(F)cc2)cc1,-4,-3,0,-1,-1.5,0,0.0,-3,97,24
FC(F)Sc1ccc(NC(=S)NCc2ccccc2)cc1,10,-3,-6,-10,1.7,-4,1.1,-10,99,-12
O=C(c1[nH]c(C(F)(F)F)nc1-c1ccccc1)N1CCN(c2c(Cl)cncc2Cl)CC1,.,-5,.,-1,.,-1,-0.2,-8,100,-5
COc1cc(CN2CCN(Cc3ccc4cc(F)ccc4n3)CC2CCO)cc(OC)c1 (stereo not drawn),8,10,2,1,-0.7,3,0.2,-20,142,-2
CC(Cl)C(=O)Nc1cc(C(F)(F)F)ccc1N1CCOCC1 (stereo not drawn),17,1,9,5,-0.6,0,0.1,-8,93,3
O=S(=O)(NCc1ccccn1)c1ccc(F)cc1,6,4,-4,5,-0.2,-1,0.1,-7,98,-4
